KB-3-1 tox – kills parental KB-3-1 adenocarcinoma cells; KB-3-1 viability, CellTiter-Glo ATP luminescence, 72 h; Potency, µM (highest dose often 46.1 µM), without a hit: at the top dose activity change, negative = cytotoxic, hits mostly cytotoxic; actives 1.4% (n = 400,000); further: potency means the concentration at half of the fitted maximal effect; on the % scale 0 is the no-effect control and ±100 the full control effect; nearly all actives have a fitted effect of over 60% in size
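Using CellTiter-Glo luminescence, growth of non-resistant KB-3-1 adenocarcinoma cells is assessed 72 h after pin-tool compound addition at 37 °C. Normalized responses across the concentration series yield fitted curves.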
HT1080 IDH1KD tx – toxicity to HT-1080 IDH1 knockdown cells (counter line) | HT-1080 IDH1 knockdown viability, ATP luminescence, 48 h | Potency, µM (doses to about 46.1 µM), for inactives: at the highest dose activity, negative = toxicity, hits mostly cytotoxic | actives 2% (n = 360,000) | AID 686971;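 further: potency means the concentration at half of the fitted maximal effect; 0% = DMSO wells and -100% = cell-free medium wells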
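Using the IDH1-knockdown HT-1080 line run in the same batch and compound series as the NT line, viability after 48 h at 37 °C was determined by CellTiter-Glo luminescence and expressed as % activity.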
IL-1B inflam inh – inflammasome signaling inhibition, IL-1 beta readout; THP-1 LPS/ATP IL-1B secretion, AlphaLISA, 16 h; active compounds read low; activity change, % at 57.5 µM; actives 4.7% (n = 360,000); AID 743279; in the data active means activity change below about -50%; inconclusive means mostly about -30% to -49%; further: on the % scale 0 is the no-effect control and ±100 the full control effect
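THP-1 cells pretreated 1 hr with compounds (up to 57.5 uM final), then stimulated with LPS (250 ng/mL final) plus ATP (1.25 mM final); secreted IL-1B measured by AlphaLISA after 16 hr, decreased signal indicating inhibition.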
SW480 rerep – induces DNA re-replication in SW480 colon adenocarcinoma cells. actives 1.8% (n = 340,000). SW480 DNA re-replication, Hoechst DNA content imaging, 48 h. Potency, µM (highest dose often 46.1 µM), for the others: top-dose re-replication activation, hits mostly activators. AID 624297; further: potency means the concentration at half of the fitted maximal effect; % of control where 0% means no effect; nearly all actives have a fitted effect of over 55% in size
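250 cells/well; 23 nL cpd via pin tool; 48 hr, 37 C, 5% CO2; Hoechst 40 min; imager read of total nuclear intensity, ex 405/em 500-530 nm.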
KB-V1 MDR tox – kills drug-selected multidrug resistant KB-V1 cells; Potency, µM (highest dose often 46.1 µM), for the others: top-dose activity change, negative = cytotoxicity, most hits filed as cytotoxic; actives 3.4% (n = 400,000); KB-V1 MDR cells viability, CellTiter-Glo, 72 h; further: potency means the concentration at half of the fitted maximal effect; on the % scale 0 is the no-effect control and ±100 the full control effect; nearly all actives have a fitted effect of over 60% in size
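Luminescent ATP read-out (CellTiter-Glo, 10 min) measures survival of drug-selected KB-V1 MDR cells after 72 h, 37 degrees C compound exposure. Medium: phenol-red-free DMEM, 10% FBS. Values from fitted concentration-response curves.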
D3 antag – D3 dopamine receptor (human) antagonism; AID 652054; actives 2.5% (n = 360,000); D3R cells, DiscoveRx beta-arrestin luminescence, antagonist mode; active compounds read low; max response, negative = inhibition, %; in the data active means max response below about -50%; inconclusive means no clear call, values can overlap the other calls; further: on the % scale 0 is the no-effect control and ±100 the full control effect; mostly tested at two doses, the higher about 12 µM
Target sequence (P35462 whole entry, looked up): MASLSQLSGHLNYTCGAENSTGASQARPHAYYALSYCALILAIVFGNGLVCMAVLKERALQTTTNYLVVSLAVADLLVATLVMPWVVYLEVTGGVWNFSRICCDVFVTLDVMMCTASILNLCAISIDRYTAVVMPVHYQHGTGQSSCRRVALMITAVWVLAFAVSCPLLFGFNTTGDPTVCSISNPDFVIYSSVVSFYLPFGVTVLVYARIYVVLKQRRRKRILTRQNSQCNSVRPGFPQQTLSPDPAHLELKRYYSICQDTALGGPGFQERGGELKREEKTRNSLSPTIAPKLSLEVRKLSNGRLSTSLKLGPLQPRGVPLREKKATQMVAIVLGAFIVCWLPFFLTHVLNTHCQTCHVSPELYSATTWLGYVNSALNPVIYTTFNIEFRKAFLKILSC
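Cells plated overnight at 1500 cells/well, then exposed to library compounds with dopamine controls for 90 minutes at 37 degrees C. DiscoveRx reagent added for 30–60 minutes at room temperature; luminescence read, quantitative HTS format.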
HT1080-NT tox – kills 2HG-producing HT-1080-NT fibrosarcoma cells; Potency, µM (highest dose often 46.1 µM), for inactives: top-dose activity, negative = less viability, hits mostly cytotoxic; HT-1080-NT fibrosarcoma viability, CellTiter-Glo ATP luminescence, 48 h; actives 1.6% (n = 360,000);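 further: NT is the 2HG producing partner of a matched IDH1 knockdown line; potency means the concentration at half of the fitted maximal effect; 0% = DMSO-treated cells and -100% = media-only wells without cells; nearly all actives have a fitted effect of over 55% in size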
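HT-1080-NT fibrosarcoma cells (2HG-overproducing), 750 cells/well in RPMI with 5% FBS, dosed after 2 h and incubated 48 h at 37C. CellTiter-Glo luminescence normalized to DMSO and no-cell wells; concentration-response curves fitted and classed.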
GLP-1R agonist – agonists of human GLP-1 receptor; HEK293 GLP-1R CRE-luciferase, luminescence, 4-6 h; cells express a hypersensitive GLP-1R form; actives 0.007% (n = 380,000); P43220; Potency, µM (series often up to 45.6 µM), for the others: at the top dose activation, hits mostly activators; further: potency means the concentration at half of the fitted maximal effect; % of control where 0% means no effect
Target sequence (P43220 whole entry, looked up): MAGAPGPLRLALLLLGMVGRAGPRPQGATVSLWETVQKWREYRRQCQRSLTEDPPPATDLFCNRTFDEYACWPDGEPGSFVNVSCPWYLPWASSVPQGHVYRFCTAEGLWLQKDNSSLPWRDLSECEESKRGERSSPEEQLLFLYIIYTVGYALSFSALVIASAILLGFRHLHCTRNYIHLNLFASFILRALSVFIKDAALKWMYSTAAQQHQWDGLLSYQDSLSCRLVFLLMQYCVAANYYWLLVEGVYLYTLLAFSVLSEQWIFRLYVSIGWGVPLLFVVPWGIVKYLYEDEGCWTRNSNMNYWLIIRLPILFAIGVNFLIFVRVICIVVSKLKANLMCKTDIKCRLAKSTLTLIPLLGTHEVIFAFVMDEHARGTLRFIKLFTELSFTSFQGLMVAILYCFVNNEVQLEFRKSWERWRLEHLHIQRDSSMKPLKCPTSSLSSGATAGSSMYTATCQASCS
D3 ag – D3 dopamine receptor (human) agonism; max activation, %; P35462; actives 0.58% (n = 410,000); D3R DiscoveRx beta-arrestin cells, luminescence, 90 min; in the data active means max activation above about 30%; further: 0% is about no effect; mostly tested at two doses, the higher about 12 µM
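Cells at 1500/well, incubated overnight, then treated with pinned compounds (dopamine as control) for 90 min at 37 degrees C. DiscoveRx reagent added for 30 - 60 minutes at room temperature; luminescence read.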
The depositor's hits bear a star; ? = inconclusive; / = not tested or not shown; & = joins results of further samples; [ ] = another dose, or the depositor's remark. Unless noted, the call rests on the fitted dose curve; in most records, active means well fitted curve in the direction sought with a large enough effect; inconclusive means small, poorly fitted or top-dose-only effect, or another doubt; inactive means no such curve, though single readings can be large; an effect the other way counts as inactive or inconclusive. Compounds as they come (roughly 12% active in at least one column).

Start of the data: the first 2 compounds, to show the layout:
SMILES	KB-3-1 tox	HT1080 IDH1KD tx	IL-1B inflam inh	SW480 rerep	KB-V1 MDR tox	D3 antag	HT1080-NT tox	GLP-1R agonist	D3 ag
Cc1ccc(C)c(NC(=O)COC(=O)c2ccc3ccccc3n2)c1	-17%	3%	13	-14%	0%	-13	5%	3%	2
Cc1ccccc1NC(=O)c1ccc(N/N=C/c2ccccc2O)c([N+](=O)[O-])c1	-17%	-5%	1	9%	-20%	5	-5%	5%	-6

The listing, from the first entry:
SMILES	KB-3-1 tox	HT1080 IDH1KD tx	IL-1B inflam inh	SW480 rerep	KB-V1 MDR tox	D3 antag	HT1080-NT tox	GLP-1R agonist	D3 ag
Cc1ccc(C)c(NC(=O)COC(=O)c2ccc3ccccc3n2)c1	-17%	3%	13	-14%	0%	-13	5%	3%	2
Cc1ccccc1NC(=O)c1ccc(N/N=C/c2ccccc2O)c([N+](=O)[O-])c1	-17%	-5%	1	9%	-20%	5	-5%	5%	-6
NC(=O)CC(NC(=O)Cc1cccc2ccccc12)c1ccc(NCCN2CCCC2)c([N+](=O)[O-])c1 (configuration not stated)	-5%	13%	7	-2%	?	0	17%	-4%	-14
CCCSc1nsc(NC(=O)c2cccnc2OCC)n1	-4%	11%	44	-2%	16%	10	-4%	2%	6
O=C(O)CCCCCn1c(O)c(C=C2N=c3ccccc3=N2)sc1=S	-3%	-11%	2	4%	27%	-6	-2%	-1%	1
COc1cc(C2Nn3c(nnc3-c3ccccc3OC)S2)ccc1O (configuration not stated)	9%	20%	5	1%	7%	?	14%	-9%	-10
N#Cc1ccc(OCC(=O)Nc2cc(S(=O)(=O)N3CCOCC3)ccc2N2CCOCC2)cc1	5%	-4%	15	-8%	3%	7	6%	-1%	11
Cc1ccc2ccccc2[n+]1CCCS(=O)(=O)[O-]	16%	7%	0	-1%	29%	11	-1%	1%	4
CC(C)(C)c1cc(/C=N/NC(=O)C[n+]2ccccc2)cc(C(C)(C)C)c1O	16%	-5%	-10	-2%	0%	10	8%	-4%	-2
CC1(c2ccc(Cl)cc2Cl)NC(=O)N(CC(=O)NCCC2=CCCCC2)C1=O (configuration not stated)	0%	1%	?	/	?	-2	1%	4%	9
CC(OC(=O)CCN=C1NS(=O)(=O)c2ccccc21)C(=O)c1ccccc1 (configuration not stated)	-6%	-8%	25	-2%	1%	11	-2%	3%	-6
N#Cc1ccccc1Sc1ccccc1C(=O)Nc1ccc2ccccc2c1	-8%	-18%	-22	6%	2%	-14	-13%	8%	0
CCCC(=O)Nc1c2c(nn1-c1ccc(F)cc1)CS(=O)(=O)C2	-2%	24%	4	-12%	-5%	7	-1%	17%	8
Cc1cccc(C2(c3cccc(C)c3)OC(=O)c3ccccc32)c1	-15%	1%	-16	?	-9%	-3	5%	-9%	-1
COc1cc(CCC(=O)N2CCN(S(=O)(=O)c3ccc(C)cc3)CC2)cc(OC)c1OC	-1%	-9%	-9	-1%	0%	-20	-9%	-2%	0
Cc1nc(SCC(=O)O)c(C#N)c(C)c1CC(=O)c1ccccc1	11%	-3%	29	-17%	1%	-25	4%	1%	14
CC(=O)NS(=O)(=O)c1ccc(NS(=O)(=O)c2ccccc2[N+](=O)[O-])cc1	13%	11%	-1	-17%	18%	6	6%	1%	8
CCOC(=O)Cc1csc(NC(=O)c2csc3c2CCCC3)n1	7%	-9%	11	?	?	-63*	2%	5%	2
O=C(c1ccco1)N1CCN(c2ncnc3c2oc2ccccc23)CC1	20%	0%	-5	-8%[9.22 µM]	2%	1	-1%	5%	4
O=C(CN1CCOCC1)Nc1cccc(Cl)c1Cl	-3%	-15%	0	-3%	-12%	-2	1%	8%	-1
CC(=O)c1ccc(N2CCN(c3ccc4cc(S(=O)(=O)N5CCC(C)CC5)ccc4n3)CC2)cc1	-27%&8%	8%	14	14%	0%&5%	7	5%	-4%	-3&4
COc1ccccc1Nc1ncnc2c1oc1ccccc12	-4%	-4%	8	1%	-14%	29	1%	21%	0
CCN(CC(=O)Nc1ccccc1C(F)(F)F)C(=O)C1CSC2(C)CCC(=O)N12 (configuration not stated)	11%	1%	21	0%	12%	4	7%	9%	7
O=[N+]([O-])c1ccc(Nc2nc(NCCO)nc(N3CCCC3)n2)cc1	-8%	1%	-25	-1%	-22%	-10	-14%	26%	9
COC(=O)Nc1nn(-c2ccc(Cl)cc2)c(=O)c(C#N)c1C	?	1%	-23	7%	9%	-14	-2%	8%	3
COc1ccc(NC(=O)C(C)N(c2ccc(C)cc2)S(C)(=O)=O)cc1 (configuration not stated)	-1%	-4%	-14	0%	2%	20	4%	-9%	-12
COC(=O)c1ccc(NC(=O)c2ccc[n+]([O-])c2)cc1	-1%	3%	19	2%	13%	-18	1%	-1%	1
CC1(c2ccc(OC(F)F)cc2)NC(=O)N(CC(=O)c2ccc3c(c2)OCO3)C1=O (configuration not stated)	0%	-13%	32	?	2%	-9	-24%	15%	-3
COC(=O)Cn1c(=NC(=O)c2cc(OC)cc(OC)c2)sc2cc(OC)ccc21	3%	13%	18	0%	0%	18	5%	2%	3
COc1cc2nc(CN3CCN(S(=O)(=O)c4c(F)cccc4F)CC3)[nH]c(=O)c2cc1OC	1%	-3%	-17	-4%	-13%	-23	-4%[9.24 µM]	4%	-2
Cc1ccccc1Nc1nc(N)nc(CN2CCN(C(=O)c3ccccc3)CC2)n1	-2%	-2%	12	2%	-9%	3	-15%	-2%	4
Fc1ccc(-n2c(Cn3nnc4ccccc43)n[nH]c2=S)cc1	11%	8%	3	-12%	5%	-14	-1%	-2%	5
Fc1ccccc1CSc1nncn1NC/C=C/c1ccccc1	-2%	-15%	-19	8%	-18%	0	-11%	27%	5
Cc1ccc(S(=O)(=O)N[C@H](C(=O)OCC(=O)NC(=O)Nc2ccc3c(c2)OCCO3)C(C)C)cc1	-1%	-4%	3	8%	?	-19	-1%	4%	1
Cc1nnc(SCc2cccc(Oc3ccccc3)c2)n1N	0%	8%	-5	-3%	?	-3	5%	1%	0
CCN(Cc1ccccc1)S(=O)(=O)c1ccc(C(=O)N(CCCN(C)C)c2nc3cc4c(cc3s2)OCO4)cc1	-8%	?	-73*	?	?	-7	?	-2%	-16
O=c1[nH]c2cccnc2c2ccsc12	22%	-13%	42	-92%	-21%	17	-19%	13%	4
O=C(Cc1c[nH]c2ccccc12)NCc1cccs1	0%	3%	15	-2%	?	0	0%	-6%	-4
COc1cccc(C(O)c2ncc(-c3ccc(Cl)cc3)[nH]2)c1 (configuration not stated)	?	-9%	-18	/	?	-24	?	-4%	-2
O=C(CCC(=O)NC1CCN(Cc2ccccc2)CC1)NCc1ccco1	-1%	1%	6	1%	-4%	15	4%	-10%	-28

Entries above that contain a COOH group:
SMILES	KB-3-1 tox	HT1080 IDH1KD tx	IL-1B inflam inh	SW480 rerep	KB-V1 MDR tox	D3 antag	HT1080-NT tox	GLP-1R agonist	D3 ag
O=C(O)CCCCCn1c(O)c(C=C2N=c3ccccc3=N2)sc1=S	-3%	-11%	2	4%	27%	-6	-2%	-1%	1
Cc1nc(SCC(=O)O)c(C#N)c(C)c1CC(=O)c1ccccc1	11%	-3%	29	-17%	1%	-25	4%	1%	14

(listing goes on)
SMILES	KB-3-1 tox	HT1080 IDH1KD tx	IL-1B inflam inh	SW480 rerep	KB-V1 MDR tox	D3 antag	HT1080-NT tox	GLP-1R agonist	D3 ag
CCOC(=O)CSc1nc(N)c(C#N)c(-c2ccc(OCC)cc2)c1C#N	0%	-10%	12	-1%	2%	3	-7%	18%	-4
CCCCn1c(N)c(N(CC(C)C)C(=O)CCCc2nc3ccccc3c(=O)[nH]2)c(=O)[nH]c1=O	18%	2%	7	-1%	?	-9	2%	-7%	-1
Cc1ccc(CNC(=O)CSc2n[nH]c(N)n2)cc1	-13%	-4%	-6	8%	4%	-19	3%	-1%	-2
O=C(COc1ccc2c(c1)CCC2)N1CCN(c2ccccc2F)CC1	1%	18%	2	-5%	0.0037µM*	36	12%	-5%	-1
CCN(C(=O)Cc1c(C(=O)O)[nH]c2ccccc12)c1ccc(OC)cc1	13%&7%	3%	28	-9%	12%&2%	0	1%	2%	-1&8
O=C(CSc1cccc2cccnc12)N/N=C/c1ccc(O)cc1	-14%	-17%	-6	30%	-12%	17	-8%	19%	3
O=C(OC1CCOC1=O)c1cc(-c2ccccc2)nc2ccccc12 (configuration not stated)	-2%	5%	-10	-3%	24%	31	9%	-5%	-7
O=C(COc1ccc(S(=O)(=O)NC2CCCCC2)cc1)NCc1ccccn1	-5%	15%	9	-4%	-11%	-8	2%	4%	1
COCCNC(=O)c1ccc(-n2c(SCc3cc(F)ccc3F)nc3ccccc3c2=O)cc1	?	-1%	4	-3%	5.8µM*	-1	-1%	3%	3
Cc1ccnc2nc(C(=O)OCCOc3cccc(Br)c3)nn12	3%	2%	-4	-8%	6%	-25	-12%	-2%	1
O=C(/C=C/c1ccc(S(=O)(=O)N2CCOCC2)cc1)NCc1ccccc1F	0%	-2%	-15	7%	-63%	3	-4%	0%	3
CCc1nn(CC(=O)N2CCN(CC)CC2)c(=O)c2cc3sccc3n12	-9%	-27%	14	-1%	-17%	?	-2%	3%	0
Cc1ccc(S(=O)(=O)Nc2cccc(C(=O)N3CCCC3)c2)cc1F	-3%	-2%	14	6%	3%	9	-11%	9%	5
O=C(COC(=O)c1ccco1)Nc1cccc(S(=O)(=O)N2CCCCC2)c1	4%	5%	-2	-19%	-2%	-1	0%	10%	1
O=C(NCc1cccnc1)C1CC(c2ccccc2Cl)=NO1 (configuration not stated)	-19%	-4%	23	17%	-20%	4	-22%	2%	-5
Cc1ccc(NC(=O)Cn2c(CCC(=O)O)ccc2-c2cccs2)cc1Cl	0%&6%	?	20	6%	?	-4	13%	1%	16&3
CN(CC(=O)Nc1ccc(C(N)=O)cc1)CC(=O)Nc1ccccc1Br	?	-5%	19	0%	?	1	4%	-4%	0
O=C(O)COCc1nc2ccccc2s1	0%	0%	0	-15%	?	13	11%	-1%	1

From PubChem
